Compound activity as filed in PubChem.
T cell HTS: modulators of CD8 T cell-vesicle binding, primary screen, mouse 2C CD8+ T cells, flow cytometry | 2C CD8+ T cell-vesicle binding; stronger effect = lower value | calls only at 7 µM | 0.068% of 330,000 active | AID 2052, 2009;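 active = response, share of CD8 T cells binding vesicles, and their 90th percentile fluorescence all below set limits, cut at about 80% in these data, passing the limit was not always enough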
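Also added: QL9-peptide-loaded Drosophila micro-vesicles bearing Ld, ICAM-1 and B7-1; Test system: purified 2C TCR transgenic mouse naive CD8+ T cells; Measured by: cytometric PE anti-B7-1 and Alexa647 anti-CD8 signals after 1% paraformaldehyde fixation; Timing: binding step 1.5 h, 37 °C, antibody labelling 20 min, ice.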
T cell HTS vesicle-bound %: also measured in T cell HTS; calls as there; double positive events, %; measured here: CD8+ vesicle-bound cell fraction;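 binding gate set so that unloaded-vesicle control wells show 10% double positive cells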
* hit, by the source's call; i = inactive. Only part of the results is shown. The share of hits here may be higher or lower than overall.

| Molecule | T cell HTS | T cell HTS vesicle-bound % |
| --- | --- | --- |
| O=C(c1cccc(S(=O)(=O)N2CCCC2)c1)N1CCOCC1 | i | 42 |
| Cc1ccc(S(=O)(=O)N2CCOCC2)cc1C(=O)OCC(=O)c1c(N)n(C)c(=O)n(C)c1=O | i | 44 |
| O=C(c1cccs1)N1CCCC(c2nc3c(nnn3Cc3ccccc3Cl)c(=O)[nH]2)C1 (stereo unspecified) | i | 54 |
| O=C(Nc1nnc(S(=O)(=O)N2CCCCCC2)s1)c1cccc(Br)c1 | i | 45 |
| COc1ccccc1C=NNC(=O)c1ccccc1OCCOc1ccccc1 | i | 50 |
| CC(C)[C@H]1C(=O)Nc2ccccc2N1C(=O)N[C@@H](Cc1ccccc1)C(=O)N[C@@H](Cc1ccccc1)C(=O)O | i | 1 |
| Cc1ccccc1N1CC(C(=O)NC2CCCC2)CC1=O (stereo unspecified) | i | 49 |
| COc1cccc(-c2c(-c3cc(OC)cc(OC)c3)n(C)c3ccc(Br)cc23)c1 | i | 37 |
| C=CC[C@@H](CC(=O)N[C@@H](CO)Cc1ccccc1)C(=O)N[C@@H](C)COC(=O)[C@@H](CC=C)Cc1ccc(F)cc1 | i | 36 |
| OC(CN1CCC(Cc2ccccc2)CC1)C(F)(F)F (stereo unspecified) | i | 33 |
| CCOc1ncccc1C(=O)OCC(=O)Nc1cc(C(C)(C)C)ccc1OC | i | 52 |
| CCN(CC)C(=O)C1CCCN(C/C=C/c2ccccc2[N+](=O)[O-])C1 (stereo unspecified) | i | 56 |
| COc1cc2c(cc1OC)C(C)N(C(=O)C1=NN(c3cccc(C)c3)C(=O)CC1)CC2 (stereo unspecified) | i | 12 |
| O=C(COc1ccc(Br)cc1Cl)NC(=O)NC1CCCC1 | i | 33 |
| CCN(CC(=O)NCc1cccs1)C(=O)c1ccc(S(=O)(=O)Nc2ccccc2Cl)cc1 | i | 17 |

Exported with each value named: part of the list above.
COc1cc2c(cc1OC)C(C)N(C(=O)C1=NN(c3cccc(C)c3)C(=O)CC1)CC2 (stereo unspecified)
  T cell HTS: i	T cell HTS vesicle-bound %: 12

Cc1ccccc1N1CC(C(=O)NC2CCCC2)CC1=O (stereo unspecified)
  T cell HTS: i	T cell HTS vesicle-bound %: 49

Next section:
| Molecule | T cell HTS | T cell HTS vesicle-bound % |
| --- | --- | --- |
| CC1CCCC(C)N1C(=O)COC(=O)/C=C/c1ccc(Br)o1 (stereo unspecified) | i | 24 |
| Cn1c(SCC(=O)N2CCCC2)nnc1-c1ccc2c(c1)OCO2 | i | 38 |
| Cc1ccccc1-n1c(SCC(=O)NCC2CCCO2)nc2c([nH]c3ccccc32)c1=O (stereo unspecified) | i | 5 |
| C[C@H](NC(=O)c1[nH]cnc1C(=O)Nc1ccc(Cl)cc1)c1ccccc1 | i | 31 |
| C[C@@H]1CN([C@@H](C)CO)C(=O)c2cc(NC(=O)C3CC3)ccc2O[C@@H]1CN(C)Cc1ccc(Cl)c(Cl)c1 | i | 22 |
| C=CCN(Cc1ccc(OC)c(OC)c1)C(=O)c1cc2cc(F)ccc2[nH]1 | i | 59 |
| Cc1cc(NC(=O)c2cccc(C)c2[N+](=O)[O-])no1 | i | 24 |
| O=S(=O)(c1ccc(SCc2ccccc2)nc1)N1CCCCC1 | i | 14 |
| COc1ccc(Cl)cc1NC(=O)Nc1ccc(C(=O)N2CCCC2)cc1 | i | 38 |
| C/C=C/c1ccc(OCC(=O)Nc2cc(C(F)(F)F)ccc2N2CCOCC2)c(OC)c1 | i | 6 |
| COc1ccc(NC(=O)CN2C(=O)NC3(CCCc4ccccc43)C2=O)c(OC)c1 (stereo unspecified) | i | 34 |
| COc1ccc(N2CCN(C(=O)CN3C(=O)NC4(CCCCC4C)C3=O)CC2)cc1 (stereo unspecified) | i | 41 |
| CC(C)[C@H]1C(=O)Nc2ccccc2N1C(=O)N[C@@H](Cc1ccccc1)C(=O)N[C@H](Cc1ccccc1)C(=O)O | i | 22 |
| Cc1ccc(-n2ncc3c(=O)[nH]c(SCC(=O)NCC4CCCO4)nc32)cc1 (stereo unspecified) | i | 46 |
| O=C(CN(c1ccccc1F)S(=O)(=O)c1ccccc1)Nc1ccc2c(c1)OCCO2 | i | 34 |

22 entries already listed, ordered by molecular weight, lowest first.
| Molecule | T cell HTS | T cell HTS vesicle-bound % |
| --- | --- | --- |
| Cc1cc(NC(=O)c2cccc(C)c2[N+](=O)[O-])no1 | i | 24 |
| Cc1ccccc1N1CC(C(=O)NC2CCCC2)CC1=O (stereo unspecified) | i | 49 |
| OC(CN1CCC(Cc2ccccc2)CC1)C(F)(F)F (stereo unspecified) | i | 33 |
| CCN(CC)C(=O)C1CCCN(C/C=C/c2ccccc2[N+](=O)[O-])C1 (stereo unspecified) | i | 56 |
| Cn1c(SCC(=O)N2CCCC2)nnc1-c1ccc2c(c1)OCO2 | i | 38 |
| O=S(=O)(c1ccc(SCc2ccccc2)nc1)N1CCCCC1 | i | 14 |
| C=CCN(Cc1ccc(OC)c(OC)c1)C(=O)c1cc2cc(F)ccc2[nH]1 | i | 59 |
| C[C@H](NC(=O)c1[nH]cnc1C(=O)Nc1ccc(Cl)cc1)c1ccccc1 | i | 31 |
| COc1ccc(Cl)cc1NC(=O)Nc1ccc(C(=O)N2CCCC2)cc1 | i | 38 |
| CCOc1ncccc1C(=O)OCC(=O)Nc1cc(C(C)(C)C)ccc1OC | i | 52 |
| Cc1ccc(-n2ncc3c(=O)[nH]c(SCC(=O)NCC4CCCO4)nc32)cc1 (stereo unspecified) | i | 46 |
| COc1ccc(NC(=O)CN2C(=O)NC3(CCCc4ccccc43)C2=O)c(OC)c1 (stereo unspecified) | i | 34 |
| COc1ccc(N2CCN(C(=O)CN3C(=O)NC4(CCCCC4C)C3=O)CC2)cc1 (stereo unspecified) | i | 41 |
| COc1cc2c(cc1OC)C(C)N(C(=O)C1=NN(c3cccc(C)c3)C(=O)CC1)CC2 (stereo unspecified) | i | 12 |
| O=C(CN(c1ccccc1F)S(=O)(=O)c1ccccc1)Nc1ccc2c(c1)OCCO2 | i | 34 |
| Cc1ccccc1-n1c(SCC(=O)NCC2CCCO2)nc2c([nH]c3ccccc32)c1=O (stereo unspecified) | i | 5 |
| C/C=C/c1ccc(OCC(=O)Nc2cc(C(F)(F)F)ccc2N2CCOCC2)c(OC)c1 | i | 6 |
| COc1cccc(-c2c(-c3cc(OC)cc(OC)c3)n(C)c3ccc(Br)cc23)c1 | i | 37 |
| CCN(CC(=O)NCc1cccs1)C(=O)c1ccc(S(=O)(=O)Nc2ccccc2Cl)cc1 | i | 17 |
| CC(C)[C@H]1C(=O)Nc2ccccc2N1C(=O)N[C@@H](Cc1ccccc1)C(=O)N[C@H](Cc1ccccc1)C(=O)O | i | 22 |
| C[C@@H]1CN([C@@H](C)CO)C(=O)c2cc(NC(=O)C3CC3)ccc2O[C@@H]1CN(C)Cc1ccc(Cl)c(Cl)c1 | i | 22 |
| C=CC[C@@H](CC(=O)N[C@@H](CO)Cc1ccccc1)C(=O)N[C@@H](C)COC(=O)[C@@H](CC=C)Cc1ccc(F)cc1 | i | 36 |

The listing continues:
| Molecule | T cell HTS | T cell HTS vesicle-bound % |
| --- | --- | --- |
| CC(=O)Nc1cccc(C(=O)NC2CCCc3c2cnn3-c2ccc(C(C)(C)C)cc2)c1 (stereo unspecified) | i | 30 |
| CCN(C(=O)COC(=O)CSc1ccc(C)c(C)c1)C1CCS(=O)(=O)C1 (stereo unspecified) | i | 66 |
| CCOC(=O)c1[nH]c(C)c(C(=O)OCc2ccc(C)cc2)c1C | i | 30 |
| O=C(Nc1ccc([N+](=O)[O-])cc1)c1cccc(S(=O)(=O)Nc2cccnc2)c1 | i | 16 |
| CC(=O)n1cc(/C=N/NC(=O)c2ccc(Cl)cc2)c2ccccc21 | i | 7 |
| Cc1ccn2c(=O)nc(SCC(=O)NCc3ccc(F)cc3)nc2c1 | i | 28 |
| CC1CCC2(CC1)NC(=O)N(CC(=O)Nc1cccc(S(=O)(=O)N3CCCCC3)c1)C2=O (stereo unspecified) | i | 55 |
| CC1Cc2ccccc2N1CC(=O)N(C)c1c(N)n(Cc2ccccc2)c(=O)[nH]c1=O (stereo unspecified) | i | 41 |
| Cc1ccccc1N(CC(=O)NCc1ccccc1)C(=O)CCC(=O)Nc1nccs1 | i | 27 |
| C=CCN1C(=O)c2ccc(C(=O)N(CC)CC(=O)Nc3c(F)cccc3F)cc2C1=O | i | 16 |
| COc1ccc(NC(=O)CSc2nnc(-c3ccc(F)cc3)o2)cn1 | i | 24 |
| CSCCC(NC(=O)c1ccccc1Br)C(=O)NCc1ccc(F)cc1 (stereo unspecified) | i | 58 |
| CCCn1c(N)c(N2CCCCC2)c(=O)n(CC(=O)Nc2cccc(S(=O)(=O)N(C)C)c2)c1=O | i | 39 |
| Nc1c(N(CCC2=CCCCC2)C(=O)CCCOc2ccccc2)c(=O)[nH]c(=O)n1Cc1ccccc1 | i | 44 |
| Cc1cc([N+](=O)[O-])ccc1NC(=O)CSc1nnc(C)n1C | i | 49 |
| O=C(NCC(=O)N1CCCCC1)c1sc2ccccc2c1Cl | i | 47 |
| Oc1ccccc1CN1CCN(C(c2ccccc2)c2ccccc2)CC1 | i | 55 |
| COc1cccc(N2CCN(C(=O)c3ccc(Cl)c(NC4=NC5CS(=O)(=O)CC5S4)c3)CC2)c1 (stereo unspecified) | i | 10 |
| COC(C(=O)N/N=C(\C)c1ccc(O)cc1)c1ccccc1 (stereo unspecified) | i | 46 |
| CC1CCN(C(=O)COC(=O)c2cc(=O)[nH]c3ccccc23)CC1 | i | 36 |
| COc1ccc(S(=O)(=O)N(C)CC(=O)N2CCN(c3ccccc3)CC2)cc1 | i | 36 |
| CC(C)C[C@@H]1CN=C(N)N1C[C@@H]1CCCN1C[C@@H](C(C)C)N1C[C@@H](Cc2ccccc2)N(CCCC2CCCC2)C1=N | i | 12 |
| COc1ccc(C(=O)N/C(=C\c2ccco2)C(=O)NCCN2CCOCC2)cc1 | i | 25 |
| O=C(CCn1c(=S)oc2ccccc21)Nc1ccccc1Br | i | 64 |
| COc1ccc(NS(=O)(=O)c2cccc(C(=O)N3CCC3)c2)cc1 | i | 49 |
| COc1ccc(N(C(=O)c2ccco2)C(C(=O)NC2CCCC2)c2ccncc2)cc1OC (stereo unspecified) | i | 33 |
| CC(C)N(C(=O)Cn1cc(S(=O)(=O)CC(=O)N2CCOCC2)c2ccccc21)C(C)C | i | 65 |
| CC(=C/c1ccccc1)/C=N/n1c(C)n[nH]c1=S | i | 56 |
| CCOc1ccc(N2CC(C(=O)Nc3ccc(S(=O)(=O)N4CCCC4)cc3)CC2=O)cc1 (stereo unspecified) | i | 34 |
| COc1ccc([N+](=O)[O-])c(OC)c1C(=O)NC(=O)Nc1nc(C)nc(C)n1 | i | 13 |
| O=C(CN(c1ccc(F)cc1)S(=O)(=O)c1ccccc1)NC1CCCCCC1 | i | 21 |
| COc1ccc(S(=O)(=O)NNC(=O)Nc2ccc(F)cc2F)c(OC)c1 | i | 12 |
| CC1CN(C(=S)Nc2ccc(Cl)cc2)CC(C)O1 (stereo unspecified) | i | 59 |
| CC(=O)Nc1ccc(S(=O)(=O)N2CCN(c3nc4ccccc4n3CC(C)C)CC2)cc1 | i | 41 |
| CCOC(=O)N1CCC(N2Cc3cccc(C(=O)Nc4ccc(OCC)cc4)c3C2=O)CC1 | i | 52 |
| CC(=O)c1ccc(OC(C)C(=O)NC2CCCCC2C)cc1 (stereo unspecified) | i | 39 |
| COC(CNC(=O)c1ccc2nc3ccccc3c(=O)n2c1)OC | i | 24 |
| CN(CC(=O)Nc1ccc(Cl)c(S(=O)(=O)N2CCOCC2)c1)C(=O)c1cccs1 | i | 37 |
| CC(C)(C)N(Cc1ccccc1)C(=O)c1ccncc1 | i | 55 |
| CN(CCOc1ccccc1)CCOc1ccccc1 | i | 21 |
| COc1cccc(NC(=O)CN(C)C(=O)CSc2nc(C)cc(C)n2)c1 | i | 39 |
| CCc1ccc(CNC(=O)CCn2nc(C)c3c(C)n(-c4ccccc4)nc3c2=O)cc1 | i | 51 |
| C#CCOCCOCCOCCNc1nc(N2CCN(C(=O)CCCCCCCCCCNC(=O)Cn3cc(C[C@@H](C)O)nn3)CC2)nc(N2CCN(C(=O)CCCCCCCCCCNC(=O)[C@H](CCCCN)n3cc(C[C@@H](C)CC)nn3)CC2)n1 | i | 25 |
| O=C(NN=C1CCCC1)c1ccccc1[N+](=O)[O-] | i | 52 |
| CN(C)CCNC(=O)c1c(NC(=O)c2ccccc2)sc2c1CCCC2 | i | 16 |
| CC(C)CN(c1ccccc1)S(=O)(=O)c1nnc(NC(=O)C(C)C)s1 | i | 48 |
| C[C@H](CO)N1C[C@H](C)[C@H](CN(C)Cc2ccncc2)Oc2ccc(NC(=O)Nc3ccc(C(F)(F)F)cc3)cc2CC1=O | i | 10 |
| CCOc1cc(/C=N/NC(=O)c2cccc(S(=O)(=O)N3CCCC3)c2)ccc1OCC(=O)N(C)C | i | 17 |
| CCc1ccccc1NC(=O)C1CCCC1 | i | 34 |
| O=S(=O)(Nc1ccccc1N1CCOCC1)c1ccc(F)c(Cl)c1 | i | 6 |
| CC(CN1CCCCC1)OC(=O)c1ccccc1F (stereo unspecified) | i | 64 |
| CCOC(=O)C1=C(CC)Nc2ccccc2N=C1NC(=O)c1cc(S(=O)(=O)N2CCOCC2)ccc1C | i | 7 |
